EBV LMP1 NFkB = Epstein-Barr LMP1 NF-kappaB reporter inhibition | LMP1-induced NF-kappaB luciferase reporter cells, luminescence | inhibition, % at 12.5 µM | AID 504558 | 350,000 compounds, 0.69% hits; in the data active = inhibition above about 41%;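 also: 0% = neutral control wells and 100% = reference inhibitor control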
SRC1 inh = human NCOA1 inhibition. Q15788. HEK293 GAL4-SRC1 luciferase reporter, luminescence. inhibition, % at 3.6 µM. 360,000 compounds, 0.12% hits;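 active = inhibition above the campaign mean plus 3 SD, with each screening campaign given its own cutoff, cut at about 60% in these data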;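 also: 0% = DMSO treated cells and 100% = gossypol at 36 µM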
TROY NFkB inh = blocks TROY-dependent signaling in reporter cells; Q293 LMP1-TROYcd NF-kB luciferase reporter, 4 h; inhibition, % at 10 µM; 360,000 compounds, 0.98% hits;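 active = compounds whose plate-normalised and pattern-corrected inhibition of the luciferase reporter signal at the single screening dose is 50% or more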
LRH-1 inv ag = NR5A2 inverse agonism in reporter assay; 360,000 compounds, 0.13% hits; HEK293T StAR-luciferase reporter, LRH-1 transfected, 24 h; O00482; inhibition, % at 3.6 µM; AID 602396;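 active = inhibition above the mean inhibition of all tested compounds plus 3 SD, cut at about 73% in these data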;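 also: 0% = DMSO wells and 100% = reporter-only cells lacking LRH-1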
NCOA2 inhibitor = inhibits human steroid receptor coactivator 2. inhibition, % at 9 µM. HEK293 GAL4-SRC2 luciferase reporter, luminescence. 370,000 compounds, 0.17% hits. Q15596;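 active = inhibition above the mean inhibition of all tested compounds plus 3 SD, set per campaign, cut at about 52% in these data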;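 also: 0% = DMSO treated cells and 100% = cells given Gossypol at 36 µM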
SRC3 inh = inhibits human SRC3 coactivator; 360,000 compounds, 0.17% hits; HEK293 GAL4-SRC3 luciferase reporter, luminescence; inhibition, % at 3.6 µM;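 active = inhibition above a per-campaign cutoff, the mean of all compounds plus 3 SD, cut at about 60% in these data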;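 also: 0% = DMSO-treated cells and 100% = gossypol-treated cells at 36 µM; higher means less SRC3-driven luciferase light from the GAL4 reporter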
Target sequence (Q9Y6Q9 whole entry, looked up, the tested form may be a part): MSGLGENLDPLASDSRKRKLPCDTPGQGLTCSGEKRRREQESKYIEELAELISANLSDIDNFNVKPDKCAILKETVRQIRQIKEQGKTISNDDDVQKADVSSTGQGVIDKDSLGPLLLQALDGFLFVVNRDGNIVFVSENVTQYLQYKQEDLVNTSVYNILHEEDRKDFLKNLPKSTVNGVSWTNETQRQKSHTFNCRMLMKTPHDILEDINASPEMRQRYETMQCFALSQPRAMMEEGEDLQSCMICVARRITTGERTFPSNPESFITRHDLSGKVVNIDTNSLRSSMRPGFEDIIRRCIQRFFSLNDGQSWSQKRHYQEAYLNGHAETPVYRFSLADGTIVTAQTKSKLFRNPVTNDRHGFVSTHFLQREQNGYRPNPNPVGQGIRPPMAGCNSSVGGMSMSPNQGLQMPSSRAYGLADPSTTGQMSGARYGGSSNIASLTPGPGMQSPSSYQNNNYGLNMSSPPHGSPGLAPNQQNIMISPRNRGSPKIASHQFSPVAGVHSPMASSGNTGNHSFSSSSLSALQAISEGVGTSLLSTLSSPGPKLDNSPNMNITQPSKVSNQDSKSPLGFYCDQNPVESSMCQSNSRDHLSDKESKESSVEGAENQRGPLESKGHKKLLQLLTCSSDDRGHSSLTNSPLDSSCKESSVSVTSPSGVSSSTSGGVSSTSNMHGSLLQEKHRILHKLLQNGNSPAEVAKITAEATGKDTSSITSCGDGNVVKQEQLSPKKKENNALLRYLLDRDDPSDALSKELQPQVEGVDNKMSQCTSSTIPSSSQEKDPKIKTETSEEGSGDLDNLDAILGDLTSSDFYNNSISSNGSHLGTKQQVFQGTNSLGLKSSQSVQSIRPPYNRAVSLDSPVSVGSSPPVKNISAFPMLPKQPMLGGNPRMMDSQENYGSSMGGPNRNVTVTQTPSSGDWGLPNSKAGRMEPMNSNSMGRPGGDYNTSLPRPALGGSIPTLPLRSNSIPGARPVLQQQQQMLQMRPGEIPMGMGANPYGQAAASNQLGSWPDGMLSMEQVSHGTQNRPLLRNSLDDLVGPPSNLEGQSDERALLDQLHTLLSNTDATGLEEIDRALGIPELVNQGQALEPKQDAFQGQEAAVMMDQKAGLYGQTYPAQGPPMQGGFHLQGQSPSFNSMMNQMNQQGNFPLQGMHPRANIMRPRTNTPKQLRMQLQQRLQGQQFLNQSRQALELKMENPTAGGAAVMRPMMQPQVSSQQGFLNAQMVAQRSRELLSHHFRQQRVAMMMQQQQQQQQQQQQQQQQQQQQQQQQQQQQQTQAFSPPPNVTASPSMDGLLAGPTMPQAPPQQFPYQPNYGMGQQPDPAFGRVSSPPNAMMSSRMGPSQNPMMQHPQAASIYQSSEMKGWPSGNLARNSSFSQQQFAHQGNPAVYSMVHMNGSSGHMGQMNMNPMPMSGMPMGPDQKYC
C8 TRAIL sens = sensitizes caspase-8 expressing cells to TRAIL; NB7+C8 cells + TRAIL, ATPlite viability luminescence; inhibition (viability loss, TRAIL sensitization), % at 10 µM; 360,000 compounds, 1% hits;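 active = compounds causing at least 50% loss of cell viability in the single-dose screen, relative to plate controls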
TLR9-MyD88 inh = inhibitors of human TLR9-MyD88 binding; Q9NR96+Q99836; CHO BLA complementation TLR9-MyD88, CCF4 FRET ratio; inhibition, % at 4.98 µM; 340,000 compounds, 0.21% hits; AID 504734;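 active = inhibition above the mean over all tested compounds plus 3 SD, cut at about 21% in these data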;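 also: 0% = DMSO only wells and 100% = clavulanate BLA inhibitor control wells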
NOD2-RIPK2 inh = NOD2-RIPK2 protein interaction inhibition. CHO BLA complementation NOD2-RIPK2, CCF4 ratio. inhibition, % at 4.98 µM. 360,000 compounds, 0.38% hits. AID 624267; in the data active = inhibition above about 21%;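 also: 0% = vehicle only and 100% = reference blocker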
COUP-TFII inh = inhibitors of human COUP-TFII (NR2F2). inhibition, % at 8.6 µM. HEK293T NGFI-A luciferase reporter, luminescence. P24468. 370,000 compounds, 0.7% hits;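 active = inhibition above a per-plate cutoff, mean inhibition of test wells between control levels plus 3 SD, cut at about 38% in these data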;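 also: cells cotransfected with COUP-TFII expression vector driving the NGFI-A reporter; 0% = median of COUP-TF2 test wells and 100% = reporter-only cells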
Vif imaging = blocks HIV Vif function; inhibition, % at 7.49 µM; HEK293T cells, Vif self-association by quenched fluorescence, imaging, 24 h; 340,000 compounds, 0.35% hits; AID 602346; in the data active = inhibition above about 50%, passing the limit was not always enough; also: some results filed as inactive read as strong as hits
Active calls of the source: *. An excerpt, so the mix of outcomes need not match the whole.

Screening Cn1c(O)c(N=NC(=O)c2ccccc2O)c2ccccc21 returned EBV LMP1 NFkB -25, SRC1 inh -112, TROY NFkB inh -28, LRH-1 inv ag -84, NCOA2 inhibitor -59, SRC3 inh -57, C8 TRAIL sens 42, TLR9-MyD88 inh 8, NOD2-RIPK2 inh -5, COUP-TFII inh -27 and Vif imaging -5.
S=c1[nH]nc(-c2ccccc2)n1/N=C/c1ccc(Cl)cc1 was read as EBV LMP1 NFkB -3, SRC1 inh 2, TROY NFkB inh -5, LRH-1 inv ag -4, NCOA2 inhibitor 26, SRC3 inh -10, C8 TRAIL sens 6, TLR9-MyD88 inh 1, NOD2-RIPK2 inh -12, COUP-TFII inh 15 and Vif imaging -7.
Screening O=C(c1ccccc1F)N(NC(=O)C(O)(c1ccccc1)c1ccccc1)c1ccccc1 returned EBV LMP1 NFkB 8, SRC1 inh 12, TROY NFkB inh -16, LRH-1 inv ag 38, NCOA2 inhibitor 22, SRC3 inh 11, C8 TRAIL sens 8, TLR9-MyD88 inh 12, NOD2-RIPK2 inh -9, COUP-TFII inh -14 and Vif imaging 4.
For CCNC(=S)N/N=C/c1ccc(-c2ccccc2)o1 the results were EBV LMP1 NFkB 2, SRC1 inh -68, TROY NFkB inh -7, LRH-1 inv ag -96, NCOA2 inhibitor -45, SRC3 inh -43, C8 TRAIL sens 10, TLR9-MyD88 inh -2, NOD2-RIPK2 inh 2, COUP-TFII inh -26 and Vif imaging -4.
For Cc1c(NC(=O)c2cc(-c3ccc(Cl)cc3)on2)c(=O)n(-c2ccccc2)n1C the results were EBV LMP1 NFkB 3, SRC1 inh 11, TROY NFkB inh -5, LRH-1 inv ag 18, NCOA2 inhibitor -7, SRC3 inh 1, C8 TRAIL sens 1, TLR9-MyD88 inh 4, NOD2-RIPK2 inh -1, COUP-TFII inh -10 and Vif imaging -5.
`COc1ccc(Sc2ccc(/C=C3\C(=O)NN(c4ccccc4)C3=O)o2)cc1` gave EBV LMP1 NFkB 0, SRC1 inh -24, TROY NFkB inh 17, LRH-1 inv ag -20, NCOA2 inhibitor -14, SRC3 inh -8, C8 TRAIL sens -6, TLR9-MyD88 inh -2, NOD2-RIPK2 inh 8, COUP-TFII inh 13 and Vif imaging 29.
`C[C@H]1CN([C@@H](C)CO)C(=O)CCCn2nncc2CO[C@@H]1CN(C)Cc1cccc(C(=O)O)c1` gave SRC1 inh -2, TROY NFkB inh 21, LRH-1 inv ag -5, NCOA2 inhibitor -2, SRC3 inh 4, C8 TRAIL sens 10, NOD2-RIPK2 inh 3, COUP-TFII inh -4 and Vif imaging 24.
Screening Cn1c(CNC(=O)c2ccco2)nnc1SCC(=O)c1ccc(F)cc1 returned EBV LMP1 NFkB 3, SRC1 inh -4, TROY NFkB inh 7, LRH-1 inv ag 9, NCOA2 inhibitor -34, SRC3 inh -4, C8 TRAIL sens -7, TLR9-MyD88 inh 12, NOD2-RIPK2 inh -18, COUP-TFII inh -3 and Vif imaging 0.
`Cc1cc(NC(=O)CCN2CCC(C)CC2)ccc1Br` gave EBV LMP1 NFkB 0, SRC1 inh 4, TROY NFkB inh -2, LRH-1 inv ag -4, NCOA2 inhibitor -25, SRC3 inh 13, C8 TRAIL sens 6, TLR9-MyD88 inh -5, NOD2-RIPK2 inh 0, COUP-TFII inh 0 and Vif imaging 24.
`O=C(c1[nH]c(C(F)(F)F)nc1-c1ccccc1)N1CCN(C(=O)C2CCCO2)CC1` (centres undefined) gave SRC1 inh 4, TROY NFkB inh 1, LRH-1 inv ag 5, NCOA2 inhibitor -23, SRC3 inh 9, C8 TRAIL sens 12, NOD2-RIPK2 inh 0, COUP-TFII inh -14 and Vif imaging 6.
`Cn1c(=O)c2[nH]c(SCCN3CCOCC3)nc2n(C)c1=S` gave EBV LMP1 NFkB 12, SRC1 inh -14, TROY NFkB inh 3, LRH-1 inv ag 18, NCOA2 inhibitor 7, SRC3 inh 9, C8 TRAIL sens -10, TLR9-MyD88 inh -22, NOD2-RIPK2 inh -6, COUP-TFII inh 0 and Vif imaging -3.
For COc1ccccc1/C=N/NC(=O)c1csc(C)c1C the results were EBV LMP1 NFkB 7, SRC1 inh -40, TROY NFkB inh -93, LRH-1 inv ag -61, NCOA2 inhibitor -14, SRC3 inh -35, C8 TRAIL sens 15, TLR9-MyD88 inh 4, NOD2-RIPK2 inh -7, COUP-TFII inh -23 and Vif imaging -2.
For COc1ccccc1NS(=O)(=O)c1cc(NC(=O)c2cc(=O)[nH]c3ccccc23)ccc1N1CCOCC1 the results were EBV LMP1 NFkB -13, SRC1 inh -4, TROY NFkB inh 13, LRH-1 inv ag 5, NCOA2 inhibitor 22, SRC3 inh 7, C8 TRAIL sens 6, TLR9-MyD88 inh -10, NOD2-RIPK2 inh -5, COUP-TFII inh 2 and Vif imaging -1.
Screening O=C(Cc1ccccc1)Nc1ccc(NC(=O)c2ccco2)cc1 returned EBV LMP1 NFkB -29, SRC1 inh -14, TROY NFkB inh -36, LRH-1 inv ag -2, NCOA2 inhibitor 19, SRC3 inh -56, C8 TRAIL sens -2, TLR9-MyD88 inh 0, NOD2-RIPK2 inh -5, COUP-TFII inh -39 and Vif imaging -9.
COc1ccc(NC(=O)CN(C)C(=O)C(Sc2ccccc2)c2ccccc2)cc1 (centres undefined) was read as EBV LMP1 NFkB -2, SRC1 inh 1, TROY NFkB inh 4, LRH-1 inv ag 19, NCOA2 inhibitor 20, SRC3 inh -1, C8 TRAIL sens 1, TLR9-MyD88 inh 8, NOD2-RIPK2 inh 1, COUP-TFII inh -15 and Vif imaging -3.
`COC(=O)c1ccc(CN=C(NS(=O)(=O)c2ccccc2)c2ccccc2)cc1` gave EBV LMP1 NFkB 13, SRC1 inh 2, TROY NFkB inh -7, LRH-1 inv ag 14, NCOA2 inhibitor -33, SRC3 inh 11, C8 TRAIL sens -5, TLR9-MyD88 inh 3, NOD2-RIPK2 inh -8, COUP-TFII inh 9 and Vif imaging -10.
O=C(COC(=O)c1cccnc1Cl)Nc1nc(-c2ccccc2)cs1 was read as EBV LMP1 NFkB -4, SRC1 inh -15, TROY NFkB inh 0, LRH-1 inv ag -15, NCOA2 inhibitor -25, SRC3 inh -9, C8 TRAIL sens -3, TLR9-MyD88 inh 6, NOD2-RIPK2 inh 4, COUP-TFII inh -19 and Vif imaging 0.
Screening CN1CCN(c2ccc(S(=O)(=O)N3CCCCC3)cc2N)CC1 returned EBV LMP1 NFkB -6, SRC1 inh -6, TROY NFkB inh -13, LRH-1 inv ag -11, NCOA2 inhibitor -23, SRC3 inh 4, C8 TRAIL sens 3, TLR9-MyD88 inh -1, NOD2-RIPK2 inh -3, COUP-TFII inh 3 and Vif imaging -2.
`CC1(C)CC2CC(C)(CN2C(=O)C23CCC(C)(C(=O)C2)C3(C)C)C1` (centres undefined) gave EBV LMP1 NFkB -1, SRC1 inh -3, TROY NFkB inh 3, LRH-1 inv ag 21, NCOA2 inhibitor 13, SRC3 inh 13, C8 TRAIL sens 9, TLR9-MyD88 inh 8, NOD2-RIPK2 inh 3, COUP-TFII inh -13 and Vif imaging -5.
For CC(=O)Nc1nc2cc3c(cc2s1)OCCO3 the results were EBV LMP1 NFkB 9, SRC1 inh -93, TROY NFkB inh -46, LRH-1 inv ag -140, NCOA2 inhibitor -67, SRC3 inh -136, C8 TRAIL sens -3, TLR9-MyD88 inh 12, NOD2-RIPK2 inh -6, COUP-TFII inh -58 and Vif imaging 6.
`Cc1ccc(C(=O)NCc2ccco2)cc1S(=O)(=O)Nc1cccc(C)c1C` gave EBV LMP1 NFkB -11, SRC1 inh -7, TROY NFkB inh 10, LRH-1 inv ag -5, NCOA2 inhibitor 16, SRC3 inh -2, C8 TRAIL sens -2, TLR9-MyD88 inh 2, NOD2-RIPK2 inh 15, COUP-TFII inh -6 and Vif imaging -11.
CCOc1ccccc1NC(=O)c1cc(C(=O)Nc2ccccc2OCC)cc(N2C(=O)CCC2=O)c1 was read as EBV LMP1 NFkB -3, SRC1 inh -12, TROY NFkB inh -12, LRH-1 inv ag 3, NCOA2 inhibitor -6, SRC3 inh 2, C8 TRAIL sens -9, TLR9-MyD88 inh -7, NOD2-RIPK2 inh -6, COUP-TFII inh -10 and Vif imaging 2.
Cc1ccccc1-c1csc(C(O)c2cccnc2)n1 (centres undefined) was read as SRC1 inh -12, TROY NFkB inh -8, LRH-1 inv ag 5, NCOA2 inhibitor -2, SRC3 inh -17, C8 TRAIL sens -17, NOD2-RIPK2 inh 9, COUP-TFII inh 15 and Vif imaging 0.
Screening COc1cc(C(=S)NCc2ccccc2)cc(Br)c1O returned EBV LMP1 NFkB 4, SRC1 inh -5, TROY NFkB inh -3, LRH-1 inv ag 7, NCOA2 inhibitor -13, SRC3 inh -4, C8 TRAIL sens -8, TLR9-MyD88 inh -5, NOD2-RIPK2 inh -1, COUP-TFII inh 11 and Vif imaging 1.
`O=S(=O)(c1ccc(F)cc1)c1nc(-c2ccccc2)oc1N1CCOCC1` gave EBV LMP1 NFkB 1, SRC1 inh -24, TROY NFkB inh -9, LRH-1 inv ag 8, NCOA2 inhibitor -4, SRC3 inh 16, C8 TRAIL sens 5, TLR9-MyD88 inh -2, NOD2-RIPK2 inh 0, COUP-TFII inh -5 and Vif imaging -3.
Cn1c(C(=O)NCc2cccs2)cc2oc3ccccc3c21 was read as EBV LMP1 NFkB -9, SRC1 inh -34, TROY NFkB inh -49, LRH-1 inv ag 3, NCOA2 inhibitor -11, SRC3 inh -2, C8 TRAIL sens 19, TLR9-MyD88 inh 1, NOD2-RIPK2 inh -8, COUP-TFII inh -44 and Vif imaging -10.
Screening COc1ccc(NC(=O)CC2C(=O)NC3CCCCC3N2C(=O)c2ccc(F)cc2)cc1 (centres undefined) returned EBV LMP1 NFkB -3, SRC1 inh -1, TROY NFkB inh 9, LRH-1 inv ag 1, NCOA2 inhibitor -27, SRC3 inh -1, C8 TRAIL sens -44, TLR9-MyD88 inh -8, NOD2-RIPK2 inh 3, COUP-TFII inh -8 and Vif imaging -5.
Screening CNC(=O)CSc1nc2ccccc2c(=O)n1C1CCCCC1 returned EBV LMP1 NFkB 7, SRC1 inh 6, TROY NFkB inh 6, LRH-1 inv ag 8, NCOA2 inhibitor -40, SRC3 inh 5, C8 TRAIL sens -14, TLR9-MyD88 inh 2, NOD2-RIPK2 inh 0, COUP-TFII inh -7 and Vif imaging -1.
Screening O=C(N/N=C/c1cn(-c2ccccc2)nc1-c1cccs1)c1ccc(Cl)cc1 returned EBV LMP1 NFkB -4, SRC1 inh -8, TROY NFkB inh -11, LRH-1 inv ag -26, NCOA2 inhibitor -54, SRC3 inh -8, C8 TRAIL sens 40, TLR9-MyD88 inh 7, NOD2-RIPK2 inh 1, COUP-TFII inh 10 and Vif imaging -8.
COCCCNC(=O)/C=C/[C@H]1O[C@@H](n2cnc3c(NC(=O)c4ccccc4)ncnc32)[C@H](O)[C@@H]1O was read as SRC1 inh 7, TROY NFkB inh -9, LRH-1 inv ag 7, NCOA2 inhibitor 2, SRC3 inh 16, C8 TRAIL sens -23, NOD2-RIPK2 inh -4 and COUP-TFII inh -6.
